# Screening results as filed in PubChem BioAssay.
# CHRM5 antagonist = human M5 muscarinic receptor antagonists, primary screen, CHO cells, Fluo-8 calcium fluorescence | Muscarinic acetylcholine receptor M5 (Homo sapiens), P08912 | 360,000 compounds, 0.59% hits | inhibition, % at 3 µM | CHO-hM5 cells, ACh EC80;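 active means inhibition above a per-plate cutoff, the mean of that plate's test compounds plus 3 SD, cut at about 27% in these data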;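 further: 0% = acetylcholine EC80 with DMSO and 100% = DMSO without agonist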
# Target sequence (P08912 whole entry, looked up): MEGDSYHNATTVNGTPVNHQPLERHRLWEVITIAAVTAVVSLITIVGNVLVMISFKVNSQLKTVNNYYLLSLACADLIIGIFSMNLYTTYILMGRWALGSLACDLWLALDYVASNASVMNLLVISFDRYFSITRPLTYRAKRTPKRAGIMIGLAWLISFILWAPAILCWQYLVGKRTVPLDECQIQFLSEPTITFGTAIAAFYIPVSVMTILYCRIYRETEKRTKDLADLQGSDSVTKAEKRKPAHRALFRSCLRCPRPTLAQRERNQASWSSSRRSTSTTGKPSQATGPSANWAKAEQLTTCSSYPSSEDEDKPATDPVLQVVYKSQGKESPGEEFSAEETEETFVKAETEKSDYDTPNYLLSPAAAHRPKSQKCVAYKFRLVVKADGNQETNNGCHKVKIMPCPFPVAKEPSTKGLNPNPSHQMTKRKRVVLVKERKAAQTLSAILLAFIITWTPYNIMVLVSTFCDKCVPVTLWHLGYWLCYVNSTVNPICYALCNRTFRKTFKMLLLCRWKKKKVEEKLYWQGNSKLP
# CHRM4 agonist = human M4 muscarinic receptor agonists, primary screen, CHO-K1 cells, Fluo-8 calcium fluorescence. CHO-K1 hM4/Gqi5; vehicle 0%, full acetylcholine response 100%. activation, % at 3 µM. 360,000 compounds, 0.14% hits. AID 624127, 2012;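 active means activation above the run mean over all test wells plus 3 SD, cut at about 32% in these data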;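 further: peak over basal fluorescence ratio per well then scaled between controls; 0% = DMSO wells and 100% = acetylcholine at EC100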
# Target sequence (P08173 whole entry, looked up): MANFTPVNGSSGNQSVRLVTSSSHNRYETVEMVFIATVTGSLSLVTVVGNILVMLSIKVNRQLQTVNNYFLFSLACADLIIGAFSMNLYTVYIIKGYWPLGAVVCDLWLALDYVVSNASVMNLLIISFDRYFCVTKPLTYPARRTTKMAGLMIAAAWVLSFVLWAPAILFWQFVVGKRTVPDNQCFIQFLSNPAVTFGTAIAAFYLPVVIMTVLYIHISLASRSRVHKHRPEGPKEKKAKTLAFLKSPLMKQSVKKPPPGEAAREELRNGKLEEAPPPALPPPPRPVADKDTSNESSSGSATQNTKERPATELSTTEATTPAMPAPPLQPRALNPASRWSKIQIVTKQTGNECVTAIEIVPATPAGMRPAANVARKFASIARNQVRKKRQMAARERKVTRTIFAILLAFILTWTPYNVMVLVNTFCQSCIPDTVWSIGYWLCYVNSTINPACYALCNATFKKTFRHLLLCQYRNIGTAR
# CRFBP-R2 agonist = agonists of CRF-BP/CRF-R2 complex, primary screen, cell-based, HEK293, calcium dye fluorescence, uHTS | CRF-binding protein / CRF receptor 2 complex (human) | calcium dye fluorescence (FLIPR); percent of saturating CRF peptide response | activation, % at 13.2 µM | 350,000 compounds, 0.46% hits;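 active means activation of at least 50%, plus an integration ratio under a set limit after plate pattern correction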;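 further: plate controls were neutral control wells without compound for no effect and CRF at EC100 for full effect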
# IDE cell inh = human IDE inhibitors in live cells, primary screen, fluorescence polarization, HEK cells, FAbetaB substrate. Insulin-degrading enzyme (Homo sapiens), P14735. FAbetaB cleavage. inhibition, % at 5.59 µM. AID 434962, 2010. 320,000 compounds, 0.41% hits;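 active means percent inhibition above the average of all tested compounds plus 3 SD, set per screening campaign, cut at about 16% in these data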;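 further: IDE supplied by intact live HEK cells; FP after avidin binding of uncleaved biotin substrate so inhibition keeps polarization high; 0% = DMSO wells and 100% = 60 µM reference IDE inhibitor Ii1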
# CRFR2-BP antag = antagonists of CRF-BP/CRF-R2 complex, primary screen, cell-based, HEK293, calcium dye fluorescence, uHTS | 350,000 compounds, 0.59% hits | AID 588475, 2011 | inhibition, % at 11.8 µM | CRF-induced calcium fluorescence;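 active means inhibition of the ligand-induced calcium signal above about 50% at the single tested concentration, limit read from the data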
# M4 PAM = human M4 muscarinic receptor positive allosteric modulators, primary screen, CHO-K1 cells, Fluo-8 calcium fluorescence; CHO-K1 hM4/Gqi5, ACh EC20; 0% = ACh EC20, 100% = maximal ACh; activation, % at 3 µM; 360,000 compounds, 0.4% hits;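 active means activation above its plate's cutoff, the mean activation of sample wells plus 3 SD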; further: some results filed as inactive read as strong as hits
# M4 antag = human M4 muscarinic receptor antagonists, primary screen, CHO cells, Fluo-8 calcium fluorescence. Muscarinic acetylcholine receptor M4 (Homo sapiens), P08173. CHO-hM4 cells, ACh EC80. inhibition, % at 3 µM. 360,000 compounds, 0.73% hits. AID 624125, 2012;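 active means inhibition above its plate's cutoff, the mean inhibition of sample wells plus 3 SD, cut at about 27% in these data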;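 further: 0% = acetylcholine EC80 with DMSO and 100% = DMSO without agonist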
# CHRM5 agonist = human M5 muscarinic receptor agonists, primary screen, CHO-K1 cells, Fluo-8 calcium fluorescence | CHO-K1 hM5 cells; 0% DMSO wells, 100% maximal acetylcholine response | activation, % at 3 µM | 360,000 compounds, 0.19% hits;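 active means activation above the run's mean over test compounds plus 3 SD, cut at about 23% in these data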;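 further: signal is peak over basal fluorescence ratio across the kinetic read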
# CHRM5 PAM = human M5 muscarinic receptor positive allosteric modulators, primary screen, CHO-K1 cells, Fluo-8 calcium fluorescence; Muscarinic acetylcholine receptor M5 (Homo sapiens), P08912; CHO-K1 hM5, ACh EC20 PAM; 0% = ACh EC20, 100% = ACh EC100; activation, % at 3 µM; 360,000 compounds, 0.3% hits;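 active means activation above the run cutoff, the mean activation of all test compounds plus 3 SD, cut at about 18% in these data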
#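 Measured by: Fluo-8 calcium fluorescence; material: human M5 receptor in CHO-K1 cells; schedule: Post-acetylcholine fluorescence recording 140 s; benchmarks: low control EC20 acetylcholine (0%), high control EC100 acetylcholine (100%); read-out: Max/basal fluorescence ratio as % of EC20–EC100 ACh window; compound: single dose, 3 µM nominal final test concentration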
# Starred values were filed as active, the others as inactive; / = no result given. Outcome played no part in choosing rows; about 2.9% have a hit in one of these screens.
SMILES,CHRM5 antagonist,CHRM4 agonist,CRFBP-R2 agonist,IDE cell inh,CRFR2-BP antag,M4 PAM,M4 antag,CHRM5 agonist,CHRM5 PAM
Cn1c(Cn2c(=O)sc3ccccc32)nnc1SCC(=O)Nc1ccc(F)cc1,1,2,-3.2,1,0,13,-19,1,-6
CC1Cc2ccccc2N1C(=O)COC(=O)Cc1ccc(F)cc1 (configuration not stated),6,1,0.3,2,13,0,7,-1,1
O=C1C2C(c3ccccc3)CC=CC2[C@H](c2cccc([N+](=O)[O-])c2)N1Cc1ccccc1 (some centres not stated),1,0,0.8,-7,7,-5,-7,-3,-12
O=C(C1CCCO1)N1CCN(S(=O)(=O)c2ccc(Cl)cc2)CC1 (configuration not stated),7,0,-0.8,9,15,-1,0,-4,0
CCOC(=O)N1CCC(NC(=O)C2CCCCN2S(=O)(=O)c2ccc(F)cc2)CC1 (configuration not stated),-3,2,-0.9,8,18,-2,-13,1,-5
O=C(c1cccc(Cl)c1)N1CCCC(C(=O)N2CCN(c3ccccc3)CC2)C1 (configuration not stated),0,3,-0.6,-3,-8,-3,-11,-4,1
CC(=O)Nc1cccc(-n2nnc(SCC(=O)Nc3ccc(F)c(Cl)c3)n2)c1,12,9,0.4,3,4,-7,4,2,-11
CCC(=O)NNc1ccc(Br)cc1,-10,1,1.8,-1,7,2,-7,2,2
COc1ccc(/C=N/NC(=S)Nc2cccc(C(=O)O)c2)cc1OC,-18,1,-2.3,4,32,3,-10,-2,9
COc1ccc(-c2ccc3c(c2)S(=O)(=O)c2cccc(C(=O)N4CCN(c5ccc(Cl)cn5)CC4)c2C3=O)cc1OC,6,9,-1.1,2,8,1,-16,2,4
O=C1NC[C@H](CCCCN2CCN(CCC3CCCCC3)C(=O)C2=O)N(CCC2CCCCC2)C1=O,-2,-1,/,/,/,9,-5,-2,-3
CN(CCOc1ccccc1)CC(=O)Nc1cccc(C#N)c1,9,4,-0.6,-6,8,9,-9,-3,-3
CCSc1ccccc1C(=O)n1nnc2ccccc21,9,0,0.9,-3,16,7,2,-3,4
O=C(CSc1nnc(CNC(=O)c2ccco2)o1)Nc1ccccc1F,5,1,-0.9,-3,-3,0,-10,-3,-5
COC(=O)c1ccc(COC(=O)c2ccccn2)cc1,-1,1,-1.4,-1,7,4,-3,-12,-6
NS(=O)(=O)c1cccc(NC(=O)CSc2nc3ccccc3c(=O)n2CC2CCCO2)c1 (configuration not stated),7,1,-0.3,/,12,1,-4,-1,2
COc1ccccc1C=NNc1nc(C)cc(=O)[nH]1,10,0,-2.5,/,5,-1,-6,1,-2
Cc1ccc(/C=C/c2ccc(N(C)C)cc2)[n+](C)c1,10,5,6.1,18*,-13,2,-3,-2,-2
CCCn1nc(NC(=O)COC)c2cc3cc(C)ccc3nc21,-8,-1,-4.8,/,-3,7,-17,-1,13
Cc1cc(/C=N/O)c(C)n1-c1cccc(Cl)c1,0,0,-0.5,0,7,-5,4,-4,1
CCOc1cc(N2CCOCC2)c(OCC)cc1NC(=O)c1ccc(S(=O)(=O)N2CC(C)OC(C)C2)cc1 (configuration not stated),3,0,0.1,/,-7,1,10,3,-1
CN(CC(=O)Nc1ccccc1Br)CC(=O)NC(c1ccccc1)c1ccccc1,3,1,1.0,/,6,1,1,-4,-4
CCOc1ccc(NS(=O)(=O)c2cc(OC)ccc2OC)cc1,0,2,-0.5,-2,8,4,-3,2,-4
N#C/C(=C(/O)COC(=O)c1ccc(C#N)cc1)c1nc2ccccc2s1,2,4,20,-1,23,0,-1,3,-8
Cc1c(-c2ccccc2)nc(N)c(C#N)c1-c1ccco1,6,0,1.2,-4,1,-8,8,1,-1
COc1ccccc1OC(=O)c1ccc(S(=O)(=O)N(C)C)cc1,4,4,-0.3,5,-2,-4,8,0,-1
COc1ccc([N+](=O)[O-])cc1NC(=O)CSCc1ccccc1C,-1,3,-1.6,-3,-10,-5,-13,-4,2
O=C(O)C1Nc2ccc(Br)cc2C2C=CCC12 (configuration not stated),-6,1,0.6,-5,2,4,-10,4,0
C=CCn1c(SCC(=O)N2N=C(c3ccco3)CC2c2ccco2)nnc1-c1ccncc1 (configuration not stated),4,-2,0.3,2,0,2,1,2,0
COc1ccccc1OCC(=O)Nc1nc(-c2ccc(S(=O)(=O)N3CCOCC3)cc2)cs1,17,9,4.2,2,-11,-17,-1,-3,-10
O=C(COC(=O)c1ccccc1O)Nc1ccc2ccccc2c1,-5,3,-1.2,5,13,-1,-3,3,6
Brc1ccc(Br)c2cnccc12,9,1,0.8,/,0,-1,0,1,-10
Cc1ccc2c(c1)c1ccc3c(c1n2C)C(=O)C=CC3=O,10,8,-1.4,/,-25,-7,16,9,-2
COC(=O)c1cc(NS(=O)(=O)c2ccc(F)cc2)ccc1N1CCOCC1,-1,2,-0.8,-6,-6,10,-9,2,3
O=C(NCCN1CCOCC1)c1cccc2c1C(=O)c1ccc(N3CCCC3)cc1S2(=O)=O,11,8,15,9,-15,6,6,6,1
O=C(c1ccc2oc(CCCc3ccccc3)nc2c1)N1CCCC1,-2,1,-1.0,11,12,15,0,0,4
CCC(C)N1C(=O)CN(C2CCCCCC2)C(=O)C1c1ccccc1F (configuration not stated),12,2,-0.3,1,0,-5,-6,-12,0
COc1ccc(S(=O)(=O)N2CCOCC2)cc1NC(=O)Cc1ccc2c(c1)OCCO2,1,2,-1.9,0,-2,9,-4,3,0
O=C(Nc1nnc(-c2ccccc2)o1)c1cc(Cl)sc1Cl,-7,0,188*,4,37,4,2,2,2
O=C(NCc1cccc(C(F)(F)F)c1)c1ccc2sc([C@@H]3O[C@H](CO)[C@H](O)[C@H](O)[C@H]3O)nc2c1,-6,0,/,/,/,3,4,0,2
O=C(CCN1C(=O)/C(=C/c2ccc(F)cc2)SC1=S)Nc1cccnc1,1,1,-0.8,-4,-16,6,-5,-3,5
COc1cccc(CNC(=O)CCC2CCCN(C(=O)c3cc4ccccc4o3)C2)c1 (configuration not stated),6,8,-0.9,-2,-1,-4,-4,1,-5
COc1ccccc1Nc1nc(N)nc(CN2CCN(c3ccccc3F)CC2)n1,1,1,0.5,-5,-10,0,-2,-9,-4
Cn1c(=O)c2[nH]c(Nc3ccccc3)nc2n(C)c1=O,-1,2,-0.3,-4,1,0,7,3,-3
COC(=O)C1=C(C)NC(C)=C(C(=O)OC)C1C(=O)OCC(=O)c1ccc(F)cc1,6,1,0.6,1,-6,5,0,2,10

# Profiles, quoted from the list.
# COc1ccc(S(=O)(=O)N2CCOCC2)cc1NC(=O)Cc1ccc2c(c1)OCCO2 is listed as CHRM5 antagonist = 1; CHRM4 agonist = 2; CRFBP-R2 agonist = -1.9; IDE cell inh = 0; CRFR2-BP antag = -2; M4 PAM = 9; M4 antag = -4; CHRM5 agonist = 3; CHRM5 PAM = 0
# Cn1c(=O)c2[nH]c(Nc3ccccc3)nc2n(C)c1=O is listed as CHRM5 antagonist = -1; CHRM4 agonist = 2; CRFBP-R2 agonist = -0.3; IDE cell inh = -4; CRFR2-BP antag = 1; M4 PAM = 0; M4 antag = 7; CHRM5 agonist = 3; CHRM5 PAM = -3
# Brc1ccc(Br)c2cnccc12 is listed as CHRM5 antagonist = 9; CHRM4 agonist = 1; CRFBP-R2 agonist = 0.8; IDE cell inh = /; CRFR2-BP antag = 0; M4 PAM = -1; M4 antag = 0; CHRM5 agonist = 1; CHRM5 PAM = -10

# Additional structures follow:
SMILES,CHRM5 antagonist,CHRM4 agonist,CRFBP-R2 agonist,IDE cell inh,CRFR2-BP antag,M4 PAM,M4 antag,CHRM5 agonist,CHRM5 PAM
CC(=O)c1c(C)[nH]c(C(=O)OCC(=O)Nc2ccc(C)cc2[N+](=O)[O-])c1C,14,11,-3.1,10,-20,0,12,8,-9
CN(Cc1ccccc1Cl)C(=O)C1CCC(=O)N(C2CCCCCC2)C1 (configuration not stated),-19,4,1.4,/,-7,1,-10,4,14
CCN(Cc1ccccc1)C(=O)CN1C(=O)NC(CC)(c2ccc(F)cc2)C1=O (configuration not stated),-3,8,-1.3,-1,1,5,-9,2,3
Cc1cc(C(=O)NCc2cccs2)n(-c2ccccc2)n1,12,0,0.7,-3,-10,4,1,1,-6
CC(Nc1cc(N2CCN(C(=O)C(C)(C)C)CC2)ccc1[N+](=O)[O-])c1ccccc1 (configuration not stated),-3,-4,-0.9,-3,23,-7,0,-2,-3
COc1ccc(S(=O)(=O)Cc2ccc(C(=O)NCc3cccnc3)o2)cc1,-4,4,2.9,1,23,7,-34,2,-1
CCOC(=O)CSc1c(-c2ccc(Cl)cc2)[nH]c2ccccc12,-7,0,-0.4,-12,-19,-20,1,-9,-18
CCOC(=O)N1CCN(C(=O)C2CCCN(S(=O)(=O)c3ccc(C)cc3)C2)CC1 (configuration not stated),-3,0,-2.2,5,-14,-5,11,0,-2
S=c1[nH]nc([C@@H]2C[C@H]2c2ccccc2)n1-c1ccccc1Cl,13,15,-4.3,-3,-8,-7,-1,-4,-7
COc1cc(/C=N/O)ccc1Oc1cnccn1,7,1,-1.4,3,-3,8,-13,0,-2
O=C1CC(c2ccco2)CC(O)=C1C=NCCN1CCN(C(=O)Nc2ccc(Cl)cc2)CC1 (configuration not stated),2,2,-0.4,1,30,3,6,-3,-1
O=C1[C@H]2[C@@H](c3ccc(C(F)(F)F)cc3)N[C@]3(CCCN(CC4CCCCC4)C3=O)[C@H]2C(=O)N1Cc1ccccc1,5,0,3.5,/,-3,3,-9,-2,-3
Cc1ccc(F)cc1NS(=O)(=O)c1ccc(Cl)s1,-2,4,-0.1,-3,12,9,-15,-4,-5
C[C@H](NC(=O)c1ccco1)C(=O)N1CCN(c2ccc(C(F)(F)F)cn2)CC1,2,4,1.1,1,0,8,-1,0,2
COc1ccc(OC(=O)N2C/C(=C/c3ccccc3)C(=O)/C(=C\c3ccccc3)C2)cc1,7,0,0.7,/,-4,5,3,-1,7
COc1ccc(NC(=O)CCCc2ccccc2)cc1OC,1,2,-2.6,3,13,1,8,2,-6
C=C(C)CSc1cc(C)c(C#N)c2nc3ccccc3n12,4,4,4.9,-6,1,-13,-3,1,-6
COc1ccc(Br)cc1/C=N/N1C(=O)CSC1=S,10,1,-1.1,6,7,-9,10,-1,2
CCc1ccc(CN(C)C(=O)CCc2nnc(-c3ccc(-c4ccccc4)cc3)o2)nc1,7,12,-0.6,14,11,-33,5,-3,-23
c1csc(-c2nc3c4ccccc4c4ccccc4c3[nH]2)c1,5,7,0.8,1,-18,-6,5,0,-6
CCc1nc(NCC2CCCO2)c2oc3ccccc3c2n1 (configuration not stated),0,2,0.8,4,5,3,-1,0,-4
